Assay outcomes as filed in PubChem.
D3 ag: qHTS of D3 Dopamine Receptor Agonist: qHTS | hit rate 0.58% among 410,000 | D3R DiscoveRx beta-arrestin cells, luminescence, 90 min | D(3) dopamine receptor (Homo sapiens), P35462 | max activation, %; in the data active means max activation above about 30%; further: 0% is about no effect; mostly tested at two doses, the higher about 12 µM
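Cells at 1500/well, incubated overnight, then treated with pinned compounds (dopamine as control) for 90 min at 37 degrees C. DiscoveRx reagent added for 30 - 60 minutes at room temperature; luminescence read.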
Abeta yeast res: qHTS for compounds that reverse cellular toxicity of Amyloid beta (A-beta) peptide in yeast: Primary Screen | hit rate 0.063% among 410,000 | yeast expressing A-beta42, growth rescue, OD600, 48 h; response scale: 0% DMSO, 100% iron-clioquinol control | Potency, µM (doses to about 46.1 µM), inactives show at the highest dose growth rescue, hits mostly activators | AID 1347071, 2019; further: potency means the concentration at half of the fitted maximal effect; nearly all actives have a fitted effect of over 55% in size
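Growth rescue measured by 600 nm absorbance after 48 h yeast culture at 30 C with compound. Values normalized between DMSO and an equimolar ferric chloride plus clioquinol control.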
DRD3 antagonist: qHTS of D3 Dopamine Receptor Antagonist: qHTS | D(3) dopamine receptor (Homo sapiens), P35462 | D3R cells, DiscoveRx beta-arrestin luminescence, antagonist mode; hits give low values | max response, negative = inhibition, % | hit rate 2.5% among 360,000; in the data active means max response below about -50%; inconclusive means no clear call, values can overlap the other calls; further: on the % scale 0 is the no-effect control and ±100 the full control effect; mostly tested at two doses, the higher about 12 µM
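Cells plated overnight at 1500 cells/well, then exposed to library compounds with dopamine controls for 90 minutes at 37 degrees C. DiscoveRx reagent added for 30–60 minutes at room temperature; luminescence read, quantitative HTS format.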
FUS yeast rescue: qHTS for Suppressors of FUS Proteinopathy: Primary screen using FUS-linked yeast assay; S. cerevisiae FUS-expressing, growth rescue, OD600, 24 h; Potency, µM (top dose mostly 76.6 µM), without a hit: at the top dose growth rescue (activation), hits mostly activators; hit rate 0.24% among 390,000;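 further: potency means the concentration at half of the fitted maximal effect; plate controls were DMSO vehicle for no effect and reference control for full effect; nearly all actives have a fitted effect of over 55% in size; some results filed as inactive show a strong effect at the top dose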
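Steps: raffinose overnight preculture; dilution to OD 0.005 in 2% galactose minimal medium; compound addition (concentration series); 24hr at 30C, 99% humidity; absorbance read at 600 nm.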
aSyn yeast inh: qHTS of alpha-syn Inhibitors; Yeast expressing alpha-synuclein, growth rescue, BacTiter-Glo, 24 h; hit rate 0.14% among 370,000; AID 652106, 2013; Potency, µM (doses to about 46.1 µM), without a hit: at the highest dose growth rescue (activation), most hits filed as activators; further: potency means the concentration at half of the fitted maximal effect; % of control where 0% means no effect; nearly all actives have a fitted effect of over 65% in size
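Rescue of yeast growth: cells expressing toxic alpha-synuclein, induced in galactose at OD600 0.02, incubated with compound 24 h at 30 C. ATP luminescence quantified growth; inhibitors of toxicity appear as activators.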
EPAC2 ag: qHTS for Agonist of cAMP-regulated guanine nucleotide exchange factor 4 (EPAC2): primary screen; AID 720711, 2013; Rap guanine nucleotide exchange factor 4 (Homo sapiens), Q8WZA2; Potency, µM (doses to about 154 µM), without a hit: top-dose activation, actives largely listed as activators; EPAC2 activation, biochemical qHTS; response scale: 100% = 6.5 mM cAMP response; hit rate 0.079% among 360,000; further: potency means the concentration at half of the fitted maximal effect; nearly all actives have a fitted effect of over 50% in size
Target sequence (Q8WZA2 whole entry, looked up): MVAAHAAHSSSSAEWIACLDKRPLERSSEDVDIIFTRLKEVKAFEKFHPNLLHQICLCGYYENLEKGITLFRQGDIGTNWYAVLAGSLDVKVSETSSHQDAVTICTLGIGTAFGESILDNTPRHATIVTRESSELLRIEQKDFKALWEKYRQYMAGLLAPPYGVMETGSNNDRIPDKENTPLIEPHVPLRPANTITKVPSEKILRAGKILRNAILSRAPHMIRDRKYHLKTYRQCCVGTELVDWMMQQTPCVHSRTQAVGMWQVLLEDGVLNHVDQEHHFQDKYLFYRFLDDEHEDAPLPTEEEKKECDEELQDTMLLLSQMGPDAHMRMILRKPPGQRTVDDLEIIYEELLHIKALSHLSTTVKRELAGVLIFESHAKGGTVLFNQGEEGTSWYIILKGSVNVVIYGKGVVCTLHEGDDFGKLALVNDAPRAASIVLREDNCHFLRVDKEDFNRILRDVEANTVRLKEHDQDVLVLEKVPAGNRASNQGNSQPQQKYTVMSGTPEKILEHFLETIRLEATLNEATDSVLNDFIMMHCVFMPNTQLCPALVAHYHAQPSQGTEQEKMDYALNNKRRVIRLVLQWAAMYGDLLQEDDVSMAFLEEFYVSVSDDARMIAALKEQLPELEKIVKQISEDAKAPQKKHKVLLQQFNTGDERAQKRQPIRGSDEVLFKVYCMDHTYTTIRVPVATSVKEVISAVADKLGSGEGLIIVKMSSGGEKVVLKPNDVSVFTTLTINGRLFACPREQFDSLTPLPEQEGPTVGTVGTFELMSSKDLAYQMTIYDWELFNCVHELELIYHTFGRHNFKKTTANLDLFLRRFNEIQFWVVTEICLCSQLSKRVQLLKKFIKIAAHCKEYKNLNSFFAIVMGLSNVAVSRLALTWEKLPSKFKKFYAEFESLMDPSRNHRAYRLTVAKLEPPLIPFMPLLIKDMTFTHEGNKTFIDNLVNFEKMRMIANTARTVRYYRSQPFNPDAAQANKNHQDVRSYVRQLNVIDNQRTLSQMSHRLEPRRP
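Nucleotide exchange monitored as fluorescence drop when BODIPY-GDP leaves Rap1B. Reaction: 100 nM EPAC2, 250 nM RAP1B-BODIPY-GDP, 50 uM GDP, room temperature, kinetic read over 30 min. Activity expressed relative to 6.5 mM cAMP.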
TDP43 rescue: qHTS of TDP-43 Inhibitors; TDP-43 expressing yeast growth rescue, BacTiter-Glo, 24 h; Potency, µM (series often up to 46.1 µM), without a hit: top-dose growth rescue (activation), hits mostly activators; hit rate 1.8% among 410,000; AID 652104, 2013; further: potency means the concentration at half of the fitted maximal effect; % of control where 0% means no effect; nearly all actives have a fitted effect of over 50% in size
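Growth rescue of TDP-43-toxic yeast measured as ATP luminescence (BacTiter-Glo). Cells grown to mid-log in raffinose, induced in galactose at OD600=0.02, exposed to compound 24 hr at 30 deg C.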
EPAC2 antag: qHTS for Antagonist of cAMP-regulated guanine nucleotide exchange factor 2 (EPAC2): primary screen; Rap guanine nucleotide exchange factor 4 (Homo sapiens), Q8WZA2; EPAC2 GEF exchange of Rap1B-BODIPY-GDP, fluorescence; Potency, µM (doses to about 114 µM), for inactives: top-dose activity, negative = inhibition, usual class: inhibitors; hit rate 0.18% among 360,000; AID 720708, 2013; further: potency means the concentration at half of the fitted maximal effect; on the % scale 0 is the no-effect control and ±100 the full control effect; nearly all actives have a fitted effect of over 45% in size; many of its hits are not listed in these tables
Starred values were filed as active, the others as inactive; ? = inconclusive; . = no result given; & = joins results of further samples; [ ] = remark or other dose. Unless noted, the call rests on the fitted dose curve; in most records, active means well fitted curve in the direction sought with a large enough effect; inconclusive means small, poorly fitted or top-dose-only effect, or another doubt; inactive means no such curve, though single readings can be large; an effect the other way counts as inactive or inconclusive. Only part of the results is shown, so the mix of outcomes need not match the whole.

SMILES	D3 ag	Abeta yeast res	DRD3 antagonist	FUS yeast rescue	aSyn yeast inh	EPAC2 ag	TDP43 rescue	EPAC2 antag
Cc1ccccc1C(=O)N1CCC(C(=O)NCCc2ccc(S(N)(=O)=O)cc2)CC1	18	7%	12	-6%	-9%	4%	10%	2%
COc1cc(C(=O)NCC(=O)NNC(=O)C2COc3ccccc3O2)cc(OC)c1OC (stereo unspecified)	-2	-12%	5	-18%	1%	2%	-1%	3%
O=C(CN1CCOCCOCCN(CC(=O)Nc2ccccc2)CCOCC1)Nc1ccccc1	-3	4%	-2	18%	-1%	6%	-13%	-1%
O=C(c1cccc(COc2cccc3ccccc23)c1)N1CCCC1	3	-32%[inhibitor]	44	?	17%	13%	22µM*	-1%
COc1ccc([N+](=O)[O-])cc1C(=O)Nc1ccc(Cc2ccncc2)cc1	-2	10%	3	-7%	4%	-2%	11%	6%
CCN(CC)S(=O)(=O)N1CCC(C(=O)NC2CCCc3ccccc32)CC1 (stereo unspecified)	-16	?	-17	22%	-1%	3%	-6%	12%
O=[N+]([O-])c1ccc(CN2CCN(c3nc4ccccc4s3)CC2)cc1	1	-25%	-9	20%	-7%	9%	-20%	15%
CC1CN(C2CCN(C(=O)COc3ccccc3)CC2)CC(C)O1 (stereo unspecified)	0	-10%	?	21%	-5%	-1%	-10%	15%
CCOc1ccccc1NC(=O)CSc1nncc2ccccc12	-5	-9%	-6	11%	?	6%	-16%	-10%
CNC(=O)c1ccc(Nc2nnc(-c3ccc(C)c(S(=O)(=O)NCC4CCCO4)c3)c3ccccc23)cc1 (stereo unspecified)	0	-24%	6	?	-16%	0%	-4%	2%
COc1ccc(-c2nc3c4ccccc4ccn3c2Cc2ccccc2C(F)(F)F)cc1OC	-3	27%	4	?	17%	0%	20µM*	-4%
COc1ccc(N2CCN(C(=O)c3cc4c(C)nc5ccccc5c4o3)CC2)cc1	5	-12%	33	38%	3%	12%	19%	-8%
COc1ccc(OC)c(S(=O)(=O)N2CCCC(C(=O)NCc3cccnc3)C2)c1 (stereo unspecified)	-4	-11%	-2	-9%	1%	5%	25%	1%
O=C(Nc1cccc(NC(=O)c2ccco2)c1)c1cccc(Br)c1	-7	15%	-3	21%	1%	16%	?	-8%
Cc1nn(-c2ccccc2)c(C)c1NC(=O)COC(=O)c1ccccc1	2	13%	6	-17%	1%	4%	13%	-10%
CCOC(=O)NC1(C(F)(F)F)NC(=O)N(c2ccc(F)cc2)C1=O (stereo unspecified)	-1	11%	10	-24%	-7%	11%	2%	2%
COc1ccc(C(=O)NCC(c2ccco2)N2CCc3ccccc3C2)c(OC)c1 (stereo unspecified)	-4	2%	-19	3%	-6%	12%	18%	4%
COC(=O)C1=C(C)NC(=O)/C1=C/c1ccc(CNS(=O)(=O)c2ccc(C)cc2)o1	-3	-12%	?	15%	-7%	2%	1%	-6%
O=[N+]([O-])c1ccc(OCCOc2ccccc2/C=N/n2cnnc2)cc1	-1	-19%	7	-7%	0%	16%	-39%[inhibitor]	0%[57.1 µM]
Cc1ccccc1C1=N/C(=C/c2cccnc2)C(=O)O1	3	1%	-9	-10%	17%	-4%	5%	2%
Cc1cc(C(=O)NCCN2CCCCC2C)n(-c2ccccc2)n1 (stereo unspecified)	-2	-18%	0	-7%	6%	4%	17%	0%
COCCn1nnnc1C(C(C)C)N(Cc1cccnc1)Cc1cc2cc(OC)ccc2[nH]c1=O (stereo unspecified)	5	13%	-5	7%	2%	9%	19%	-3%
CCC(C)C(NC(=O)c1ccccc1NC(=O)c1ccc(C)cc1)C(=O)O (stereo unspecified)	-3	-9%	10	0%	-7%	11%	-11%	-4%[57.1 µM]
O=C(O)c1cccc(NS(=O)(=O)c2ccc(Oc3ccc(S(=O)(=O)Nc4cccc(C(=O)O)c4)cc3)cc2)c1	0	-7%	2	24%	7%	17%	-22%	?
COc1ccc(S(=O)(=O)Nc2ccc(-c3ccc(N4CCCC4)nn3)cc2)cc1F	-8	0%	.	12%	.	.	14%	.
O=c1[nH]c2cc(S(=O)(=O)CCO)ccc2o1	-1	2%	3	-16%	1%	5%	1%	9%
COc1cc(OC)c(NC(=O)c2cc(C)nc3c2c(C)nn3-c2ccc(C)cc2)cc1Cl	2	-9%	.	-19%	.	.	0%[9.22 µM]	.
CN1CCc2nc3sc(C(=O)Nc4ccccc4OC(F)(F)F)c(N)c3cc2C1	6	-80%[inhibitor]	.	?	.	.	18µM*	.
COc1cccc(CC(=O)NN2C(=O)NC3(CCCCC3)C2=O)c1	-5	-6%	-11	-13%	-1%	0%	-19%	5%
O=C(Oc1ccccc1N1CCOCC1)c1ccccc1	2	-2%	12	-13%	4%	8%	?	0%
O=C1CC(Cc2ccccc2)C(=O)N1c1ccccn1 (stereo unspecified)	18	-6%	9	-3%	4%	5%	-17%	-10%
CCNC(=O)COC(=O)c1cc(-c2ccccc2)nn1-c1ccccc1	-1	-9%	7	19%	-11%	-4%	16%	3%
COCCN(C(=O)Cc1cccs1)C(C(=O)NCc1ccc(OC)cc1)c1ccccc1 (stereo unspecified)	-5	-3%	-23	9%	2%	7%	-5%	10%
CC(C)CNc1nc(S(=O)(=O)c2ccccc2)c(Cl)s1	-7	22%	-7	4%	-2%	9%	?	-13%
Cc1c(NC(=O)C(C)N2C(=O)C3C4C=CC(C4)C3C2=O)c(=O)n(-c2ccccc2)n1C (stereo unspecified)	6	-2%	5	-14%	-1%	7%	20%	11%
CCN(c1ccccc1)S(=O)(=O)c1cc(OC)ccc1OC	5	-11%	2	10%	5%	-9%	-17%	6%
O=C(NCc1ccc2c(c1)OCO2)C1CCN(c2ccc(S(=O)(=O)N3CCCC3)cc2)CC1	9	16%	4	.	-5%	-3%	-7%	-3%
COc1cccc(NC(=O)c2cccc(C)c2[N+](=O)[O-])c1	-3	-1%	-11	1%	6%	5%	-10%	1%
O=C1CCCc2c1[nH]c1ccc(CN3CCCCC3)cc21	-78	4%	-54*	29%	-1%	6%	-23%	4%
Cc1ccc(NC(=O)CN2C=NS(=O)(=O)c3ccccc32)cc1	-10	-11%	.	-13%	.	.	0%[9.22 µM]	.
N#Cc1ccccc1/C=N/Nc1nc(-c2ccccc2)c2cc(Cl)ccc2n1	-3	12%	-21	3%	5%	4%	?	7%
CN(Cc1ccc2c(c1)CCCN2C)C(=O)[C@H]1O[C@@H](n2cnc3c(N)ncnc32)[C@H](O)[C@@H]1O	-5	-15%	-21	0%	-13%	7%	14%	7%
CC(Oc1ccc(Cl)cc1Cl)C(=O)NNC(=O)c1cccnc1 (stereo unspecified)	2	10%	4	-7%	8%	1%	16%	8%
COc1ccc(C(=O)OCc2ccccc2C#N)cc1S(=O)(=O)N1CCOCC1	0	3%	21	37%	2%	4%	19%	-7%
Cc1ccc(NC(=O)Nc2nnc(N(C)Cc3ccccc3)s2)cc1	-13	-8%	.	-20%	.	.	5%	.
COc1ccc(-n2cc(-c3ccccc3)nc2SC)cc1	-4	-22%	11	5%	24%	6%	15%	-4%
CCc1c(C)nc2ncnn2c1N1CCCC(C(=O)NCc2cccs2)C1 (stereo unspecified)	0	-16%	2	-16%	0%	5%	-20%	1%
COc1cc(Cl)cc(CN2CCC(CCC(=O)NC3CC3)CC2)c1OC	1	-5%	-5	-14%	9%	12%	1%	3%
Cc1ccc(N(CC(=O)NC2CCCC2)C(=O)CNC(=O)c2cccs2)cc1F	-2	-1%	3	22%	0%	4%	-6%	1%
CCn1c(=O)c([N+](=O)[O-])c(NCc2ccc3c(c2)OCO3)c2ccccc21	4	10%	1	5%	1%	14%	4%	-5%
CCCN(CCC)CCCNC(=O)Cn1cnc2sc(C)c(S(=O)(=O)N3CCC(C)CC3)c2c1=O	18&8	11%&-19%	19	8%&-24%	0%	4%	-3%&4%	7%
O=C(COC(=O)c1ccc(O)cc1O)NCCN1C(=O)CSC1=O	6	-3%	-27	17%	0%	8%	-1%	-4%
Cn1cc(CNC(=O)c2cc(-c3ccccc3)nc3ccc(Br)cc23)cn1	5	-8%	53	10%	4%	1%	13%	17%
C=C(C)CSc1nnc(-c2ccc(C)cc2)n1N	1	0%	9	-9%	.	-5%	-15%	0%
CCCCn1nnnc1C(c1cc2ccccc2o1)N1CCN(CC(=O)N2CCCC2)CC1 (stereo unspecified)	4	-10%	14	7%	2%	0%	8%	?
C[C@@H]1CN([C@H](C)CO)C(=O)CCCn2nncc2CO[C@H]1CN(C)C(=O)c1ccc(N2CCN(C)CC2)cc1	2	1%	-9	-12%	-1%	7%	13%	2%
Cc1ccc(OCC(=O)Nc2ccc(-c3nc4ccccc4o3)cc2)c(C)c1	5	8%	.	-10%	.	.	21%	.
COc1ccc(-n2nc3c(c2NC(=O)COc2ccccc2F)CS(=O)(=O)C3)cc1	12	12%	-6	.	7%	2%	?	1%
O=C1N(Cc2ccccc2)CC2(Br)COCOC12O (stereo unspecified)	-16	11%	?	.	-7%	3%	18%	-1%

Part of the list above, with each value named.
COCCN(C(=O)Cc1cccs1)C(C(=O)NCc1ccc(OC)cc1)c1ccccc1 (stereo unspecified)
  D3 ag: -5	Abeta yeast res: -3%	DRD3 antagonist: -23	FUS yeast rescue: 9%	aSyn yeast inh: 2%	EPAC2 ag: 7%	TDP43 rescue: -5%	EPAC2 antag: 10%
CC1CN(C2CCN(C(=O)COc3ccccc3)CC2)CC(C)O1 (stereo unspecified)
  D3 ag: 0	Abeta yeast res: -10%	DRD3 antagonist: ?	FUS yeast rescue: 21%	aSyn yeast inh: -5%	EPAC2 ag: -1%	TDP43 rescue: -10%	EPAC2 antag: 15%
CCCCn1nnnc1C(c1cc2ccccc2o1)N1CCN(CC(=O)N2CCCC2)CC1 (stereo unspecified)
  D3 ag: 4	Abeta yeast res: -10%	DRD3 antagonist: 14	FUS yeast rescue: 7%	aSyn yeast inh: 2%	EPAC2 ag: 0%	TDP43 rescue: 8%	EPAC2 antag: ?
